TCR-CD3 inh = human TCR-CD3 binding inhibition | TAMRA-labeled TCR probe fluorescence, biochemical | inhibition, % at 9.4 µM | 360,000 compounds, 0.37% hits; in the data active = inhibition above about 19%;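 also: recombinant mutant TCR 2C K166C tagged with TAMRA read by polarization; 0% = receptor in buffer alone and 100% = receptor with positive control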
mABHD4 FP = ABHD4 (mouse) inhibition, primary FP screen; Q8VD66; purified mABHD4, FP-Rh probe fluorescence polarization; inhibition, % at 8.92 µM; 370,000 compounds, 0.54% hits;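 active = inhibition exceeding the mean over every tested compound plus 3 SD, cut at about 30% in these data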;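 also: 0% = plate median of compound wells and 100% = S159A mutant with DMSO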
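system = mouse ABHD4 enzyme, wild type | medium = HEPES pH 7.0, NaCl, Pluronic buffer | also added = FP-Rh probe | incubation = Enzyme–compound pre-incubation 45 min, then probe 60 min, both 25 °C | technique = fluorescence polarization, excitation 525 nm, emission 598 nm, BODIPY TMR filters | controls = S159A mutant high control, sample median low control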
PG9 Ab binder = small molecules binding HIV-1 gp120 antibody PG9; 360,000 compounds, 0.43% hits; inhibition, % at 6.7 µM; TR-FRET gp120-PG9 antibody binding; in the data active = inhibition above about 8.5%
PRMT1 inh = PRMT1 (human) inhibition, primary screen; recombinant PRMT1, activity-based probe fluorescence polarization; inhibition, % at 2.79 µM; AID 652257; Q99873; 370,000 compounds, 1.3% hits;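 active = inhibition above about 21% made by adding two undisclosed values, limit read from the data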
TDP2 absorb = TDP2 (human) inhibition, absorbance primary screen | 370,000 compounds, 0.34% hits | recombinant TDP2, T5PNP hydrolysis, p-nitrophenol absorbance 415 nm | O95551 | AID 720702 | inhibition, % at 12.8 µM;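 active = inhibition above the mean of all tested compounds plus 3 SD, set per campaign, cut at about 25% in these data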;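 also: 0% = DMSO with enzyme and 100% = buffer with substrate but no TDP2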
Target sequence (O95551 whole entry, looked up): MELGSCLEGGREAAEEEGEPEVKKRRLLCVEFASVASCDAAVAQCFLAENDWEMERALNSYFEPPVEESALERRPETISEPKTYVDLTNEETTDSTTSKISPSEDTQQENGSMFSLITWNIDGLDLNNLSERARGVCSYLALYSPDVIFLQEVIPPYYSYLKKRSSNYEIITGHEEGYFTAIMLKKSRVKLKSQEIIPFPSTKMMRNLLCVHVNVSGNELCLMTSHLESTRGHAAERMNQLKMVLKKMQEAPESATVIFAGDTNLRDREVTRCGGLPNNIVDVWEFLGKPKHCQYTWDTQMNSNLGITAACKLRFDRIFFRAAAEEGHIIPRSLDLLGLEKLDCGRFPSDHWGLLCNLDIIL
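Read-out basis: percent inhibition. System: recombinant human TDP2. Buffer or medium: Mg2+-containing Tris-HCl buffer, pH 7.5. Repeats: single replicate. Timing: reaction 2 h, 37 °C. Benchmarks: high control without enzyme, low control DMSO plus TDP2. Probe or stimulus: 5 mM T5PNP. Doses: 12.8 µM only. Measured by: epi absorbance of p-nitrophenol freed from T5PNP by hydrolysis.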
SIAE primary = inhibitors of human sialic acid acetylesterase SIAE; 370,000 compounds, 0.69% hits; AID 1053197; Q9HAT2; inhibition, % at 9.66 µM; SIAE FP-Rh probe binding, fluorescence polarization;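 active = inhibition above a cutoff: mean of compounds within the control limits plus 3 SD of those, cut at about 17% in these data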;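 also: 0% = plate median of compound wells and 100% = probe without SIAE protein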
Target sequence (Q9HAT2 whole entry, looked up): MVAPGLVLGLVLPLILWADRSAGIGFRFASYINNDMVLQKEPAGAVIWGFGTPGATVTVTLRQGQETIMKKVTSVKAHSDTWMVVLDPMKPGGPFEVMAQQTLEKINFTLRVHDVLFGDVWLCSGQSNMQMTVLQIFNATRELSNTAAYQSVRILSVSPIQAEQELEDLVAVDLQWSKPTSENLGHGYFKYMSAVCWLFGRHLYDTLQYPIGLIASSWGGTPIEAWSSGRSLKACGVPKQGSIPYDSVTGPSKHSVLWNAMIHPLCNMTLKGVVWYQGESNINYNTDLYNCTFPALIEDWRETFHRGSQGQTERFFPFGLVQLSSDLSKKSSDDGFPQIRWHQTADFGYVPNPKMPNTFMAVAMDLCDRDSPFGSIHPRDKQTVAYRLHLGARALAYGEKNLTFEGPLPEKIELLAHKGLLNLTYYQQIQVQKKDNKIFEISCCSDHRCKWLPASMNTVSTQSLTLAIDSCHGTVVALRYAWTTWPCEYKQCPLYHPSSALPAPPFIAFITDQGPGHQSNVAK
LEDGF integ inh = blocks HIV-1 LEDGF/p75-dependent DNA integration; TR-FRET IN-LEDGF/p75 DNA integration, Eu/Cy5; inhibition, % at 3.7 µM; 370,000 compounds, 0.64% hits;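 active = inhibition above the screen-wide mean plus 3 SD, cut at about 13% in these data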;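 also: signal is the Cy5 over europium emission ratio at 671 and 618 nm; 0% = plate median of compound wells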
rCAG RNA binder = binds r(CAG) RNA repeats; r(CAG) RNA repeat, TO-PRO-1 dye displacement fluorescence; 370,000 compounds, 1.3% hits; inhibition, % at 3 µM;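 active = inhibition above the plate cutoff, the mean of all test compounds on that plate plus 3 SD, cut at about 35% in these data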;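 also: 0% = DMSO alone and 100% = 100 µM mitoxantrone as full dye displacement; higher means more dye released from RNA so lower well fluorescence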
Rev-erbA mod = modulators of human Rev-erb alpha DNA binding; P20393; Rev-erbα–FITC-DNA binding, fluorescence polarization, 90 min; activity, % at 10 µM; 370,000 compounds, 0.79% hits; AID 1259318;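 active = activity above about 14%, limit read from the data; passing the limit was not always enough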;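 also: 0% = DMSO wells with 35 nM protein and 100% = DMSO wells with 750 nM protein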
HTRA1 inh = inhibitors of human serine peptidase HTRA1. Q92743. recombinant HTRA1, FP-rhodamine activity-based probe, fluorescence polarization. AID 504803. inhibition, % at 5.96 µM. 340,000 compounds, 0.5% hits; in the data active = inhibition above about 36%;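 also: 0% = enzyme with DMSO and 100% = wells lacking enzyme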
Starred values were filed as active, the others as inactive; x = no result given. Not all compounds are listed; the hit share may differ from the screen's.

mol | PG9 Ab binder | TCR-CD3 inh | mABHD4 FP | PRMT1 inh | TDP2 absorb | Rev-erbA mod | SIAE primary | HTRA1 inh | LEDGF integ inh | rCAG RNA binder
CCCCCCCCCCCCCCCC[n+]1ccc(C(N)=O)cc1 | 0.3 | 5 | 41* | 0 | 0 | 1 | 10 | 73* | 4 | 9
CC(C)NS(=O)(=O)c1ccc(NC(=O)Cc2cccs2)cc1 | -1.6 | -6 | 1 | -1 | -5 | 0 | -7 | 2 | 5 | 0
O=C(NCCc1ccccc1)c1ccccc1F | -2.5 | -1 | -4 | 0 | -6 | -2 | 2 | 1 | 1 | 3
Cc1c(-c2ccc(/C=N/NC(=O)C(=O)Nc3ccccc3F)o2)cccc1[N+](=O)[O-] | -0.1 | -4 | 1 | 4 | 3 | 4 | -6 | x | -2 | 3
CCOC(=O)N/N=C\c1cccc(OC)c1OC/C=C/c1ccccc1 | 0.1 | -5 | 2 | 0 | -4 | 2 | -6 | -14 | 1 | -8
COC(=O)c1ccc(N2C(=O)CC(N3CCC(O)(c4ccc(Br)cc4)CC3)C2=O)cc1 (stereo not given) | 3.6 | -5 | -7 | 19 | -6 | 2 | -8 | 0 | 0 | 2
CCOC(=O)c1cc2nc(-c3ccco3)cc(C(F)(F)F)n2n1 | 0.0 | -5 | 8 | 10 | -4 | 2 | -1 | 5 | -3 | 9
COc1ccc(S(=O)(=O)Cc2ccc(C(=O)N3CCN(C(=O)c4ccco4)CC3)o2)cc1 | -0.8 | -2 | -2 | 4 | -3 | 5 | -1 | -1 | 0 | 2
Cc1cc(-c2ccc(C)c(S(=O)(=O)NCC3CCN(Cc4cccc(F)c4)CC3)c2)on1 | 1.6 | 6 | 5 | -1 | -14 | -3 | 1 | -17 | 2 | -3
O=C(NCc1ccc2c(c1)OCO2)c1ccc(CN2CCc3ccccc3C2)cc1 | 0.0 | 11 | -5 | -1 | -3 | -2 | 3 | -8 | 1 | -5
Cc1ccc(C(=O)OCC(=O)N2C(C)CCCC2C)cc1S(=O)(=O)N1CCOCC1 (stereo not given) | 2.0 | 3 | -7 | 2 | -4 | 2 | -9 | -2 | -7 | -7
Cc1coc2cc3oc(=O)c(CC(=O)N(C)CC(=O)O)c(C)c3cc12 | 2.1 | -3 | -9 | -2 | -18 | -2 | -1 | 7 | 6 | 8
COc1ccc(NC(=O)Nc2ccc3c(c2)CCC3)cc1 | -0.7 | 7 | 5 | 1 | 15 | -2 | 4 | 4 | 0 | -1
C[C@@H]1ON(C)[C@H]2C[C@H]3c4cc(Nc5ccccc5)ccc4CCN3C[C@@H]12 | -3.2 | -5 | 5 | 2 | 6 | -5 | 3 | x | -5 | -1
Cc1[nH][nH]c(=O)c1C(c1c(C)[nH][nH]c1=O)c1cn(Cc2cccc3ccccc23)c2ccccc12 | -2.7 | 6 | 9 | 5 | 60* | -2 | 1 | 20 | 12 | 27
OC(CNCC(c1ccc(Cl)cc1Cl)c1c[nH]c2ccccc12)c1ccccc1 (stereo not given) | -1.5 | 6 | 0 | -4 | -14 | 5 | 3 | -16 | 6 | 0
O=[N+]([O-])c1nn(-c2ccc(Cl)cc2)n(O)c1=NCc1ccccc1 | -0.6 | 2 | 3 | 0 | 12 | 1 | 0 | -4 | 2 | -1
CCN1C[C@@H]2[C@@H]3C(=O)N(Cc4ccccc4)C(=O)[C@@H]3[C@](CC)(C(=O)OC)N2C1=NCc1ccccc1 | 0.8 | 8 | 15 | 32* | 3 | 4 | 10 | -2 | 0 | -1
CC1=C(C(=O)OC(C)C)C(c2cccs2)n2ncnc2N1 (stereo not given) | 0.2 | 4 | 2 | -4 | -6 | 0 | 3 | 0 | -1 | 2
COc1ccc2[nH]c(=O)c(CNc3cccc(C)c3)cc2c1 | -0.6 | -4 | 4 | 3 | -2 | -2 | 1 | 6 | 3 | 4
C=C(C)CSc1nc2sc3c(c2c(=O)n1-c1ccc(C)cc1)CCN(C)C3 | 1.0 | -2 | -3 | 6 | -5 | -4 | 1 | -18 | 5 | 8
Cc1ccc(NC(=O)CCC(=O)N/N=C/c2ccc(O)cc2O)cc1 | -1.2 | 1 | -3 | 0 | -11 | 7 | -1 | -13 | -3 | 4
CCOC(=O)N1CCN(CC(O)c2c[nH]c3ccc(OC)cc23)CC1 (stereo not given) | 0.1 | 6 | 0 | -3 | -6 | -7 | 4 | 1 | -2 | -1
Cn1cc(-c2csc(C(O)c3ccc(F)cc3)n2)cn1 (stereo not given) | -1.6 | -5 | 3 | 1 | 2 | -3 | -3 | x | -1 | -1
COc1ccc(CNC(=O)Cc2c(C(=O)O)[nH]c3ccccc23)c(OC)c1 | -1.9 | 1 | 1 | -3 | 11 | 5 | 4 | -1 | -1 | 4
COc1ccc(C2C(C(C)=O)=C(O)C(=O)N2CCO)c(OC)c1 (stereo not given) | -0.4 | 6 | 7 | -3 | 3 | 0 | 1 | 4 | -1 | -3
CC(C)c1cccc(O)c(=O)c1 | -1.3 | -8 | 8 | 6 | -1 | 4 | 2 | -7 | -4 | 1
CCCCS(=O)CC(CS(=O)CCCC)OC(=O)c1ccc(C)cc1 (stereo not given) | -0.1 | 1 | 4 | 1 | 2 | -2 | 1 | 7 | -2 | -11
CCN(CC)c1c([N+](=O)[O-])c(=O)oc2ccccc12 | -0.5 | 1 | 1 | 0 | 0 | -2 | 4 | -11 | 2 | -3
O=C1c2c(Br)c(Br)c(Br)c(Br)c2C(=O)N1c1ccccn1 | -0.2 | -8 | -3 | 8 | 7 | 276* | -2 | 6 | -2 | 8
Cc1ccc(CNC(=O)Nc2nnc([C@@H]3C[C@H](O)[C@@H](CO)O3)s2)cc1 | -0.5 | -2 | 12 | -3 | -12 | -2 | 6 | x | 5 | 3
CC(=O)Nc1sc(C)c(C)c1C(=O)OC(C)C | -0.8 | -1 | -2 | -2 | -6 | 5 | -1 | -3 | 2 | -5
CCCn1cc(SCC(=O)NCC2CCCO2)c2ccccc21 (stereo not given) | -1.4 | 10 | 5 | 1 | -3 | -2 | -5 | -3 | -1 | -1
CC(=NN1CC(=O)NC1=O)c1ccc([N+](=O)[O-])o1 | 1.8 | -4 | 12 | 6 | 4 | -3 | 4 | 3 | -2 | 1
COc1ccc2c(c1)sc(=NC(=O)CS(=O)(=O)c1ccc(F)cc1)n2C | -0.1 | -6 | -2 | 1 | 4 | -6 | 4 | -11 | -2 | 2
COC(=O)C1(Cc2cc(-c3ccc(Cl)cc3)no2)CCN(C(=O)OC(C)(C)C)CC1 | 0.8 | 8 | -1 | -4 | 2 | 4 | -6 | -7 | 0 | -3
COc1cc(/C=N/NC(=O)Nc2ccccc2)ccc1OC(C)=O | 0.8 | 0 | 0 | -1 | 5 | 2 | 5 | 8 | 2 | -4
c1ccc(C2CC(c3cccs3)=NN2c2ccccc2)cc1 (stereo not given) | 1.9 | -3 | -7 | -3 | -19 | -4 | 7 | -4 | 8 | 10
Cc1cccc(S(=O)(=O)N2CCn3cccc3C2C)c1 (stereo not given) | 0.7 | 4 | 3 | 5 | 7 | -1 | 16 | 4 | -2 | 11
COc1ccc(OCC(=O)Nc2ccc3c(c2)nc(CCNC(C)=O)n3C)cc1 | 0.1 | 6 | 3 | -1 | 23 | 2 | 8 | 6 | 2 | -1
CCCc1ncc(C(O)c2cccc3ccccc23)n1C (stereo not given) | 3.4 | -4 | -1 | 3 | -2 | -4 | -4 | -2 | 0 | -2
Cc1nc(NCc2ccco2)nc2c1C(=O)CC(C)C2 (stereo not given) | -4.4 | 2 | 5 | 1 | 8 | 3 | 0 | 9 | -1 | 1
C=CCCC1CN(Cc2ccc(OC)cc2)S(=O)(=O)c2c(Oc3cc(C)c(C)c(C)c3)cccc2O1 (stereo not given) | 0.9 | 5 | -2 | -1 | 4 | -6 | -3 | x | 5 | 8
COC(=O)CCC(=O)Nc1nc(-c2ccccc2)cs1 | 1.8 | 2 | -2 | 0 | 7 | -3 | -2 | 6 | 1 | 3
COc1cccc(/C=C/C(=O)c2ccc[nH]2)c1 | 0.9 | 3 | 7 | -2 | 1 | 2 | -5 | -4 | -2 | -2
CC(C)(C)N/N=C/c1c(O)n(-c2ccc(Cl)cn2)c(=O)c2ccccc12 | 0.4 | -4 | 7 | 3 | 0 | -2 | -2 | -5 | 4 | 11
CN(C)C(=O)NC1c2ccccc2-c2ccccc21 | 1.3 | 10 | 1 | -4 | 4 | 2 | -4 | 0 | 4 | -1
COC(=O)C1CCN(C(c2cccs2)c2sc3nc(C)nn3c2O)CC1 (stereo not given) | -0.5 | 8 | -12 | -1 | 7 | -6 | 2 | -3 | -2 | 0
Cc1ccccc1CN1C(=O)Nc2ccccc2C(=O)N1C(C)(C)C | -1.3 | 4 | 6 | -3 | -1 | 0 | 1 | 1 | -2 | -2
Cc1ccc(NC(=O)CN2C(=O)CN(C)C2=O)cc1S(=O)(=O)N1CCCCC1 | -3.0 | 5 | 0 | -5 | 2 | -6 | -5 | -6 | 0 | 1
CCOC(=O)C1(Cc2ccccc2)CCN(Cc2ccccc2OC)CC1 | x | x | 5 | 2 | 5 | 5 | 0 | x | 3 | -1
Cc1cccc(NC(=O)COc2cccc3c2CCN(C)C3=O)c1 | -1.1 | 7 | -1 | -1 | -1 | -3 | -6 | -31 | 2 | 0
Cc1c(C(=O)N2CCCCC2)sc(NC(=O)C(C)C)c1C#N | -2.1 | -6 | -1 | 1 | 2 | 4 | 3 | -6 | 4 | -5
COc1ccc(N(C)C(=O)c2cc3c(s2)-c2ccccc2OC3)c(OC)c1 | -1.1 | 5 | -7 | -5 | 3 | 5 | -2 | -44 | 2 | -1
Cc1ccc(NC(=O)C2CCN(S(=O)(=O)c3ccc4c(c3)CCCC(=O)N4)CC2)c(Br)c1 | 1.0 | 2 | 7 | 2 | 3 | 3 | -3 | 2 | 2 | 7
COc1cc(CCC(=O)NCc2ccc(Cl)cc2)cc(OC)c1OC | -1.7 | 5 | 7 | -4 | -12 | 4 | 1 | 5 | -2 | -2
CN1CCc2c(sc3nc(SCC(N)=O)n(-c4ccccc4)c(=O)c23)C1 | -0.1 | -3 | 1 | 2 | -6 | 0 | 0 | -4 | -2 | 5
Cc1ccc(NC(=O)c2ccc(=O)[nH]n2)cc1S(=O)(=O)Nc1ccccc1Cl | 1.2 | 4 | 6 | 1 | 1 | -1 | -5 | -2 | 2 | 22
O=C(c1ccco1)N1CCN(Cc2cn[nH]c2-c2ccc(F)cc2F)CC1 | -1.4 | -7 | -1 | 7 | -5 | 10 | -4 | -2 | -6 | -3

High-throughput results: PubChem, several laboratories
